Rin1-Abl PPI inh = inhibitors of human Rin1-Abl protein interaction. P00519+Q13671. TR-FRET Rin1/Abl binding, biochemical. inhibition, % at 7.35 µM. 360,000 tested, 0.4% active; in the data active = inhibition above about 5%, passing the limit was not always enough
NadD inh = NadD (S. aureus) enzyme inhibition. 360,000 tested, 0.78% active. purified NadD enzyme, colorimetric absorbance read-out. inhibition, % at 20 µM; in the data active = inhibition above about 26%; note: some compounds past the cut are filed as inactive
Scp1 inh = blocks human Scp-1 phosphatase activity; Q9GZU7; Recombinant Scp1, phosphopeptide, malachite green phosphate absorbance; inhibition, % at 20 µM; 340,000 tested, 0.88% active; AID 493091;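 active = inhibition above about 50% at 20 µM, limit read from the data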;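 note: plate controls were DMSO wells with enzyme for no effect and wells lacking enzyme for full effect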
Target sequence (Q9GZU7 76-261 limits assumed): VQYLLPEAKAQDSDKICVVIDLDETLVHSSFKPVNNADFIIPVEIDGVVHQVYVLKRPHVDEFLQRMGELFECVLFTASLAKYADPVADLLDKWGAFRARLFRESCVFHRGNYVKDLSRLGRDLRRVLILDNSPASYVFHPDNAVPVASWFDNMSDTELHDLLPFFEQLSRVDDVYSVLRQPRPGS
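assay system = SCP-1 phosphatase catalytic domain, residues 76-261 | buffer or medium = 50 mM Tris acetate pH 5.5, 0.005% Tween-20, 10 mM MgCl2 | incubation = enzyme reaction 45 min at room temperature, colour 5 min, stabilisation 30 min | signal = Phosphate-binding colour reagent, absorbance read at 630 nm | measure = % inhibition at 20 µM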
STEP inh = inhibitors of human striatal-enriched phosphatase STEP. AID 588621. P54829. inhibition, % at 20 µM. recombinant STEP, OMFP fluorogenic substrate, fluorescence. 360,000 tested, 0.25% active;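 active = inhibition at 20 µM, scaled per plate between control wells, above about 37%, limit read from the data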;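 note: 0% = DMSO with enzyme and substrate and 100% = substrate only without enzyme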
Target sequence (P54829 whole entry, looked up): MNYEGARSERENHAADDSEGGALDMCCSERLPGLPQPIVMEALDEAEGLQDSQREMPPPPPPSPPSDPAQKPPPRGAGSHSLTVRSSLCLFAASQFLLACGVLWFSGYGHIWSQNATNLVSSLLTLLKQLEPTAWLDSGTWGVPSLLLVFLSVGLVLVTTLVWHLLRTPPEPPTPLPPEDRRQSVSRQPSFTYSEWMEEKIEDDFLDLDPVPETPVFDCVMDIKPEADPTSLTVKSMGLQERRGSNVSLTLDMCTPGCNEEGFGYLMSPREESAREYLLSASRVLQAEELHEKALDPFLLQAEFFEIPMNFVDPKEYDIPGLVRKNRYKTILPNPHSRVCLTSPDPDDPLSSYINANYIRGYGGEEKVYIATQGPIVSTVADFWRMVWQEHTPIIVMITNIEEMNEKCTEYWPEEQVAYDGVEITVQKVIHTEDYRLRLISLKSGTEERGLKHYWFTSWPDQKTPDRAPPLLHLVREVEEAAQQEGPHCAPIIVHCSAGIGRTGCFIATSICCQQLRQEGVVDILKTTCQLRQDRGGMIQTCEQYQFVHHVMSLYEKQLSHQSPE
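Material: STEP (striatal-enriched tyrosine phosphatase) enzyme, cell-free; Compound dosing: 20 µM single dose in 1% DMSO; Technique: fluorescence read at 480 nm ex / 540 nm em; Times: reaction 20 min, ambient temperature; Medium: 50 mM Bis-Tris pH 6.0 with 2.5 mM DTT and 0.005% Tween 20; Also added: OMFP at 25 µM.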
Neddylation inh = cullin neddylation inhibition; P61081+Q13564; TR-FRET cullin neddylation, biochemical; calls only at 25 µM; 360,000 tested, 0.58% active; in the data active = inhibition above about 36%
SUMO1-SIM PPI = alters human SUMO1 binding to SIM partners; P63165; SUMO1 binding to a labelled peptide, TR-FRET, 1 h; inhibition, % at 20 µM; 360,000 tested, 0.33% active; in the data active = inhibition above about 37%
LMPTP inh = blocks human LMPTP phosphatase; inhibition, % at 20 µM; recombinant LMPTP-A, OMFP fluorogenic substrate, fluorescence intensity; 360,000 tested, 0.22% active; P24666;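 active = compounds that cut the enzyme signal by at least half of the control window in the single-dose screen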;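 note: plate controls were DMSO wells with enzyme plus substrate for no effect and substrate without enzyme for full effect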
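test system = LMPTP-A | amount = 0.625 nM LMPTP-A final | reagent = fluorogenic phosphatase substrate OMFP at 400 µM final | incubation = 50 min at room temperature | benchmarks = no-enzyme low control, uninhibited high control | medium = Bis-Tris pH 6.0, DTT, detergent | signal = fluorescence intensity of OMFP turnover product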
CSN inh = inhibitors of human CSN-mediated cullin deneddylation. 360,000 tested, 0.38% active. Q92905. inhibition, % at 12.5 µM. Purified CSN, SCF-Nedd8-OG deneddylation, fluorescence polarization;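 active = pattern-corrected inhibition above about 35%, with an unprinted fluorescence ratio check between 0.5 and 1.5, limit read from the data, passing the limit was not always enough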;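 note: 0% = enzyme with substrate and 100% = substrate without enzyme; some results filed as inactive read as strong as hits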
Target sequence (Q92905 whole entry, looked up, one chain of several): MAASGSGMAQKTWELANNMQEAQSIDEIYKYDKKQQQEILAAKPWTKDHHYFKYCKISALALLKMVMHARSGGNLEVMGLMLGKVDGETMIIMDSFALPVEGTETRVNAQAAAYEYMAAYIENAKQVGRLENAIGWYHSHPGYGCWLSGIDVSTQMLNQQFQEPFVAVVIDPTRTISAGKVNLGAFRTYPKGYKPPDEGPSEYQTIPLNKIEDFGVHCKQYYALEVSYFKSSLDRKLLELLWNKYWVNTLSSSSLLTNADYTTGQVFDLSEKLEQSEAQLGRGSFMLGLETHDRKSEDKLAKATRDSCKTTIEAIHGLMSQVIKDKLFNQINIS
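Assay system: purified human Csn5 enzyme expressed in HEK293T cells; measure: % inhibition; also added: SCFSkp2-Nedd8OG substrate at 10 nM final; technique: fluorescence polarization; times: reaction 90 min, room temperature; medium: Tris buffer pH 7.5, NaCl, DTT, Tween-20, trehalose, ovalbumin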
Rpn11 inh = blocks the human proteasome subunit Rpn11; O00487; calls only at 20 µM; 360,000 tested, 0.59% active; human 26S proteasome, Ub4-pepOG fluorescence polarization; 20S core pre-blocked with epoxomicin;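 active = inhibition at 20 µM, scaled to each plate's controls, above about 33%, limit read from the data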
DNMT1 block = DNMT1 (human) enzyme inhibition | 360,000 tested, 0.83% active | inhibition (reported as % activation of signal), % at 10 µM | DNMT1 molecular beacon, Hinp1I cleavage, fluorescence; in the data active = inhibition above about 50%
An asterisk follows results filed as active; i = inactive; x = no result given.

SMILES	Rin1-Abl PPI inh	NadD inh	Scp1 inh	STEP inh	Neddylation inh	SUMO1-SIM PPI	LMPTP inh	CSN inh	Rpn11 inh	DNMT1 block
O=C(Nc1cccc(-c2nnc(-c3ccco3)o2)c1)C(c1ccccc1)c1ccccc1	2	0	-9	0	i	-4	3.8	1	i	-5
O=S1(=O)CCOC[C@H](Cc2ccccc2)N1Cc1ccccc1	0	-4	-11	-2	i	0	1.7	-2	i	-2
Cc1ccc(NC(=O)c2sccc2C)nc1	-2	0	-2	-1	i	8	-0.5	-2	i	0
COC(=O)CSc1ccsc1C(=O)O	2	3	2	-3	i	3	-1.8	4	i	1
COC(=O)c1cccc(NC(=O)Nc2ccccc2OC)c1	-2	-5	-7	-5	i	22	0.8	3	i	-1
O=C(NCCN1CCOCC1)c1cc(-c2cccs2)on1	-1	-18	1	-6	i	-8	-1.2	-9	i	-1
CCN(CC)c1ccc(/C=N/N2CCN(Cc3ccc(C)cc3)CC2)c(O)c1	-1	3	-5	0	i	-4	2.1	-2	i	-2
COc1cc(-c2nc(-c3ccccc3)c(-c3cc([N+](=O)[O-])ccc3C)[nH]2)cc(OC)c1OC	2	4	13	2	i	8	3.7	-4	i	-9
CCOC(=O)c1sc2nc(SCC#N)n(CC3CCCO3)c(=O)c2c1C (stereo not given)	0	-4	-11	2	i	1	-0.1	-2	i	1
CC(=O)NCCCOc1ccc([N+](=O)[O-])cc1Cl	0	-1	15	-2	i	-27	-1.3	-3	i	-1
N#CC1(c2cccc(Br)c2)C(=O)Nc2ccccc21 (stereo not given)	1	1	-8	-2	i	1	0.2	-2	i	-8
CNC(=O)c1[nH]cnc1C(=O)NCC(=O)OC(C)(C)C	1	-5	-6	-3	i	3	-1.0	-7	i	4
CC(C)C(N)c1csc(Nc2cc(Oc3ccccc3)ncn2)n1 (stereo not given)	-1	-4	x	1	i	2	1.5	-3	i	2
OCCO	3	-1	-1	-8	i	-1	-2.2	1	i	3
NC(=O)c1ccc(CN2CCc3ccccc3C2)cc1	-2	4	-2	-2	i	2	-0.3	-1	i	-3

Record cards (already shown):
`CC(=O)NCCCOc1ccc([N+](=O)[O-])cc1Cl` is listed as Rin1-Abl PPI inh: 0; NadD inh: -1; Scp1 inh: 15; STEP inh: -2; Neddylation inh: i; SUMO1-SIM PPI: -27; LMPTP inh: -1.3; CSN inh: -3; Rpn11 inh: i; DNMT1 block: -1
`CNC(=O)c1[nH]cnc1C(=O)NCC(=O)OC(C)(C)C` is listed as Rin1-Abl PPI inh: 1; NadD inh: -5; Scp1 inh: -6; STEP inh: -3; Neddylation inh: i; SUMO1-SIM PPI: 3; LMPTP inh: -1.0; CSN inh: -7; Rpn11 inh: i; DNMT1 block: 4

(continued)
SMILES	Rin1-Abl PPI inh	NadD inh	Scp1 inh	STEP inh	Neddylation inh	SUMO1-SIM PPI	LMPTP inh	CSN inh	Rpn11 inh	DNMT1 block
CCc1ccccc1NS(=O)(=O)c1ccc2[nH]cc(C(=O)NCC3CCCO3)c(=O)c2c1 (stereo not given)	-4	13	6	0	i	10	0.3	4	i	1
CN(C)CCc1cc2c(c3c1ccc1ccccc13)OCO2	-6	-11	-4	4	i	-15	-0.6	7	i	60*
COc1ccccc1-n1ccnc(SCC(=O)NCc2ccccc2)c1=O	-4	-1	-4	-1	i	-24	-1.0	0	i	2
COc1ccc(Br)cc1CNC(=O)C1CCN(S(=O)(=O)N2CCC(C)CC2)CC1	-1	-1	-11	2	i	4	0.5	1	i	-3
COc1ccc(N2CC(C(=O)NCCCN3CCOCC3)CC2=O)cc1 (stereo not given)	1	-8	-7	-5	i	0	-2.0	3	i	1
CCCSc1nnc(CSc2ncccn2)n1C	4	-3	-3	-3	i	-3	-0.7	-2	i	1
Cc1ccc(NC(=O)/C=N/OCC(=O)NCc2ccccc2Cl)cc1	-3	-6	-5	1	i	3	-0.2	0	i	2
Cc1nc(Nc2cccc(O)c2)c2c3c(sc2n1)CCC3	46*	0	1	-2	i	5	1.6	-1	i	-3
COc1ccc(CNC(=O)[C@@H]2CC=C[C@@H]3CCN(Cc4ccc(Cl)c(Cl)c4)C(=O)[C@@H]32)cc1	-1	10	12	1	i	5	4.1	1	i	1
CCNC(=O)CC1SC(=Nc2ccc(C)cc2)NC1=O (stereo not given)	-1	-7	-5	-3	i	0	-1.7	2	i	3
Cc1ccc(NC(=O)CCC(=O)OC(C(=O)c2ccc(C)c(C)c2)c2ccccc2)c(C)c1 (stereo not given)	-1	-5	-15	0	i	-4	3.8	-3	i	0
O=C(CSc1nnc(-c2cccnc2)n1-c1ccccc1)N1CCN(c2ccc(F)cc2)CC1	4	4	-6	4	i	0	-1.0	-5	i	-1
Cc1nc2ccc(N)nc2nc1C	-3	-1	3	2	x	-1	-0.9	1	i	6
COc1cc(N)c(Cl)cc1C(=O)OCC(=O)N1c2ccccc2NC(=O)C1(C)C	5	-2	-12	-3	i	9	0.5	-6	i	-1
Cc1ccccc1OCCn1cc(/C=C(\C#N)C(=O)NCc2ccco2)c2ccccc21	1	-5	-8	-3	x	2	2.4	0	i	17

Four structures out of the list, ordered by length of the SMILES, falling.
SMILES	Rin1-Abl PPI inh	NadD inh	Scp1 inh	STEP inh	Neddylation inh	SUMO1-SIM PPI	LMPTP inh	CSN inh	Rpn11 inh	DNMT1 block
Cc1ccc(NC(=O)CCC(=O)OC(C(=O)c2ccc(C)c(C)c2)c2ccccc2)c(C)c1 (stereo not given)	-1	-5	-15	0	i	-4	3.8	-3	i	0
Cc1ccccc1OCCn1cc(/C=C(\C#N)C(=O)NCc2ccco2)c2ccccc21	1	-5	-8	-3	x	2	2.4	0	i	17
COc1ccc(N2CC(C(=O)NCCCN3CCOCC3)CC2=O)cc1 (stereo not given)	1	-8	-7	-5	i	0	-2.0	3	i	1
CCNC(=O)CC1SC(=Nc2ccc(C)cc2)NC1=O (stereo not given)	-1	-7	-5	-3	i	0	-1.7	2	i	3

(more compounds)
SMILES	Rin1-Abl PPI inh	NadD inh	Scp1 inh	STEP inh	Neddylation inh	SUMO1-SIM PPI	LMPTP inh	CSN inh	Rpn11 inh	DNMT1 block
Cc1cccc(C)c1NC(=O)c1cccc(COc2cc(Cl)ccc2Cl)c1	-2	0	-1	-2	i	-2	1.3	-3	i	2
Cc1ccc(C)c(OCCn2c(=O)c3c(ncn3C3CCCC3)n(Cc3ccccc3)c2=O)c1	-1	-1	-13	2	i	1	3.2	2	i	-3
CCC(C)(C)c1ccc(OCCCC[n+]2cccc(C)c2)c(C(C)(C)CC)c1	-1	9	18	1	i	2	-5.4	2	i	15
CCOc1ccc(-c2nnc3ccc(SCC(=O)Nc4cc(C)on4)nn23)cc1	-4	-5	1	-1	i	-11	0.3	1	i	2
COC(=O)[C@@H](Cc1c[nH]c2ccccc12)NC(=O)CNC(=O)c1ccccc1OC	3	-9	-5	-3	i	2	-0.1	0	i	0
O=C(O)c1cc(C(F)(F)F)nc2ccccc12	1	0	-11	3	i	7	-1.7	0	i	3
Cc1cccc(-c2nnc(SCc3ccccc3)o2)c1	-3	4	-11	1	i	-1	1.3	7	i	-5
CCOC(=O)N1CCN(C(=O)CN(c2cccc(C)c2)S(=O)(=O)c2ccccc2)CC1	-1	-3	0	-3	i	1	-0.2	-2	i	1
O=C(Nc1cccc(Br)c1)c1cccc(OC(=S)N2CCOCC2)c1	0	-8	1	0	i	1	2.0	2	i	-3
CC(C)CNC(=O)c1oc2ccccc2c1COc1ccccc1	-3	3	-4	2	i	-1	2.6	3	i	-1
CC(C)N(C)c1ncnc2c1ncn2[C@H]1CN(Cc2ccc3c(c2)OCO3)C[C@@H](CO)O1	0	0	x	6	i	-2	-1.1	-2	i	6
COC(=O)COc1cc(=O)oc2ccc(NS(=O)(=O)c3ccccc3)cc12	-2	-8	2	0	i	-3	1.3	5	i	4
Cc1ccc(NC(=S)NC2CCN(Cc3ccccc3)CC2)cc1	1	-2	-2	3	i	-3	-3.2	-2	i	7
CNC[C@H]1OCc2ccccc2-c2ccccc2C(=O)N([C@H](C)CO)C[C@H]1C	-3	-4	x	-1	i	1	-3.1	-2	i	-4
Cc1ccc(CNC(=O)C2CCC(=O)N(CCc3cccc(F)c3)C2)cc1 (stereo not given)	2	1	-8	-2	i	-1	0.1	2	i	1
Cc1cc(C)c(S(=O)(=O)N2CCCOC2CNC(=O)C(=O)NCc2cccs2)c(C)c1 (stereo not given)	-1	-4	-2	1	i	3	-0.4	-7	i	-3
O=C1c2ccsc2SCCN1Cc1c(Cl)cccc1Cl	-2	-1	-5	-2	i	0	1.7	8	i	1
Cc1ccc(NC(=O)c2ccc3c(c2)OCCO3)nc1	-1	-6	-6	-2	i	2	0.9	1	i	0
Cc1onc(-c2ccccc2)c1CNS(=O)(=O)c1ccc(F)cc1F	2	-2	-7	-1	i	-2	-0.5	6	i	0
CCOC(=O)c1sc(NC(=O)C2CSC3(C)CCC(=O)N23)nc1C (stereo not given)	1	-5	-6	-2	i	6	0.2	-8	i	3
Cc1ccc(S(C)(=O)=O)cc1C(=O)OCC(=O)N1CCCC1=O	3	1	1	-1	i	2	-2.0	-5	i	2
CC(C)OC(=O)c1cccc(NC(=O)c2ccccc2)c1	0	-3	41	-1	i	2	-0.1	8	i	3
COc1ccccc1-c1ccc(SCC(=O)N2CCOCC2)nn1	-4	0	-14	-3	i	-3	-0.9	-3	i	1
CCOc1ccc(NC(=O)CSc2nccn2Cc2ccco2)cc1	1	-3	-6	0	i	4	-0.7	-3	i	0
CCN(CCCNC(=O)C1CCCN(S(=O)(=O)CC)C1)c1cccc(C)c1 (stereo not given)	-2	12	1	-1	i	-1	-1.2	3	i	4
CC(=O)CC1OC(=O)C(Br)=C1NCc1ccccc1 (stereo not given)	-1	-4	8	0	i	-2	-3.0	-3	i	9
COc1ccccc1-c1nnc(SCC(=O)OC(C)C)o1	1	1	-6	2	i	-1	-1.0	-7	i	0
CCOC(=O)c1[nH]c(C)c(C(=O)OCC(=O)N(CC)C2CCS(=O)(=O)C2)c1C (stereo not given)	-2	4	1	-2	i	-2	-2.0	2	i	5
O=C1C(=O)N(CCO)C(c2ccc(Br)cc2)/C1=C(\O)c1ccccc1 (stereo not given)	-5	2	6	1	i	0	-3.0	-2	i	0
CCOC1OC(=O)C(Cl)=C1Nc1cc(C)ccc1C (stereo not given)	0	-2	-1	1	i	-4	-0.4	-8	i	0
COc1ccc(Br)cc1CN(C)CC(=O)Nc1cccc(S(N)(=O)=O)c1	0	-2	-1	0	i	1	0.6	-13	i	1
COC(=O)c1ccccc1NC(=O)C(=O)NCC1CCCO1 (stereo not given)	-2	-4	-6	4	i	1	-1.7	0	i	-1
O=C(O)CC1(CC(=O)Nc2ccc3ccccc3n2)CCCCC1	0	3	-7	-1	i	1	0.2	3	i	-5
Cc1ccc(CS(=O)(=O)CC(C)(O)c2ccc(Cl)cc2)cc1 (stereo not given)	2	-8	6	1	i	1	0.8	-4	i	0
CCOC(=O)CN1C(=O)C(Sc2n[nH]c(-c3ccc(O)cc3)n2)CCc2ccccc21 (stereo not given)	0	1	-11	4	i	6	1.6	1	i	-5

From PubChem BioAssay

The order is random; any-hit rate near 3.8%.
